Compound activity: PubChem BioAssay, several laboratories
MBD2 DNA inh = blocks human MBD2 binding to methylated DNA | 370,000 tested, 0.31% active | TR-FRET, MBD2 binding to methylated oligonucleotide | inhibition, % at 4.4 µM | Q9UBB5; in the data active = inhibition above about 13%
Target sequence (Q9UBB5 whole entry, looked up): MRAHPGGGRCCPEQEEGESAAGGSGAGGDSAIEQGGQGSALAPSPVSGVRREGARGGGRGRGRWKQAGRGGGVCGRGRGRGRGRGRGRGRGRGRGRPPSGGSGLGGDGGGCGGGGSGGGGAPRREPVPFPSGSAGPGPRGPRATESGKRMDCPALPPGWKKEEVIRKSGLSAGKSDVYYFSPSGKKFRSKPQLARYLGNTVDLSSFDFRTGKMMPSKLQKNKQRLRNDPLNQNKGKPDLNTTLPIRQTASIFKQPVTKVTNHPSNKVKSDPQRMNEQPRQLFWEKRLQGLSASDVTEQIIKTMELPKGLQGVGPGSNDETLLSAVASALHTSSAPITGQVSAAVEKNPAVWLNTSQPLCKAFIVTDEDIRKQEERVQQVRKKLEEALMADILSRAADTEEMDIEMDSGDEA
PLCb3 inh = inhibitors of human phospholipase C beta3; Purified PLC-beta3, fluorogenic substrate, fluorescence; 370,000 tested, 0.18% active; inhibition, % at 12.2 µM; in the data active = inhibition above about 11%;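 also: 0% = median of compound wells on plate and 100% = full blocker control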
DAX1 inh-1 = inhibitors of human orphan nuclear receptor DAX1 (NR0B1). inhibition, % at 6.75 µM. HEK293 Gal4-DAX1 luciferase reporter, luminescence. 340,000 tested, 0.99% active. AID 504766. P51843;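 active = inhibition above the mean over all tested compounds plus 3 SD, cut at about 4.2% in these data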;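 also: 0% = DAX1-transfected cells with DMSO and 100% = empty-vector control cells with DMSO; inhibition shows as a rise in luminescence from relieved DAX1 repression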
Target sequence (P51843 207-470 limits assumed): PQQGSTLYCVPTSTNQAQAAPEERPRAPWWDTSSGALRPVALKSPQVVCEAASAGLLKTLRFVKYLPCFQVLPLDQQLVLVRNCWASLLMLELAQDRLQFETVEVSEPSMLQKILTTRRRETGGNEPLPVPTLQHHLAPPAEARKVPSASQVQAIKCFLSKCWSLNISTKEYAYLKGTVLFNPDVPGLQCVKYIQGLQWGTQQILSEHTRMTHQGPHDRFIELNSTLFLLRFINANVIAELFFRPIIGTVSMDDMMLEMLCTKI
SMARCA2 act = SMARCA2 function activation, primary screen; MG213 cells, MMTV-luciferase reporter, dexamethasone, overnight; activation, % at 9.1 µM; 370,000 tested, 1% active; in the data active = activation above about 7.8%;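 also: 0% = vehicle wells and 100% = reference activator wells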
ssDAF12 agonist = activators of S. stercoralis DAF-12 nuclear receptor; HEK293 ssDAF-12/GRIP1 lit1-tk-luc reporter, luminescence; % of 3 µM dafachronic acid response; activation, % at 6.8 µM; 370,000 tested, 1% active; AID 652126;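 active = activation above the mean over all tested compounds plus 3 SD, cut at about 0.9% in these data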;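 also: 0% = DMSO-only wells and 100% = 3 µM delta7-dafachronic acid wells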
hcDAF-12 act = activators of H. contortus DAF-12 nuclear receptor; HEK293 hcDAF-12 lit1-tk-luc reporter, luminescence; 0% DMSO, 100% Δ7-dafachronic acid; activation, % at 6.8 µM; 370,000 tested, 1.4% active; AID 652067;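 active = activation above the mean of all tested compounds plus 3 SD, cut at about 5.5% in these data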;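 also: 100% = response to 3 µM Δ7-dafachronic acid high control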
hgDAF-12 ag = activates the H. glycines DAF-12 receptor ligand-binding domain. activation, % at 6.8 µM. AID 687014. HEK293 GAL4-hgDAF12 UAS-luciferase reporter, agonist luminescence; normalized to butyrate control. 370,000 tested, 1.8% active;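 active = activation above a cutoff set at the mean of all screened compounds plus 3 SD, cut at about 10% in these data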;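 also: 0% = DMSO wells and 100% = sodium butyrate wells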
ADAM17 inh = inhibitors of human ADAM17. P78536. recombinant ADAM17, EDANS/DABCYL FRET peptide cleavage. inhibition, % at 6.95 µM. 370,000 tested, 0.83% active. AID 720648;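 active = inhibition above the mean of compounds lying between control limits plus 3 SD, set per campaign, cut at about 8.5% in these data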;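 also: 0% = DMSO-only wells as the low control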
PLC-gamma1 inh = blocks human PLC-gamma1 enzyme activity | inhibition, % at 12.2 µM | 370,000 tested, 0.84% active | purified PLC-gamma1, fluorogenic substrate, fluorescence | AID 720700; in the data active = inhibition above about 9.5%
Rev-erbA mod = modulators of human Rev-erb alpha DNA binding. P20393. Rev-erbα–FITC-DNA binding, fluorescence polarization, 90 min. activity, % at 10 µM. 370,000 tested, 0.79% active. AID 1259318;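 active = activity above about 14%, limit read from the data; passing the limit was not always enough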;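 also: 0% = DMSO wells with 35 nM protein and 100% = DMSO wells with 750 nM protein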
DAX1 inh-2 = inhibitors of DAX1 repression of SF-1 activated StAR promoter. HEK293T StAR-luciferase reporter, SF-1/DAX-1 repression relief. 370,000 tested, 1.1% active. inhibition, % at 6.8 µM. AID 652010;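 active = inhibition above the mean over all tested compounds plus 3 SD, cut at about 3.6% in these data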;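 also: 0% = DAX-1 cells with DMSO and 100% = cells lacking DAX-1 with DMSO; higher inhibition means more luminescence from relief of DAX-1 repression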
Active calls of the source: *; / = no result given.

mol	MBD2 DNA inh	PLCb3 inh	DAX1 inh-1	SMARCA2 act	ssDAF12 agonist	hcDAF-12 act	hgDAF-12 ag	ADAM17 inh	PLC-gamma1 inh	Rev-erbA mod	DAX1 inh-2
COCCCN=Cc1c(O)[nH]c(=S)[nH]c1=O	3.5	6.2	7.0*	-1.5	-1.4	-1.8	1.8	2.4	4.5	1.3	1.1
O=c1[nH]c(=O)n(CCc2ccccc2)c(O)c1C=NC1CC1	-1.6	-6.2	/	5.3	-1.5	-1.9	0.5	1.3	0.0	3.5	0.3
COc1ccc(NS(=O)(=O)c2ccc(OCC(=O)N3CCN(C)CC3)cc2)cc1Cl	-2.0	-0.1	0.5	2.4	-1.3	-0.5	1.3	-0.6	2.8	-0.9	-4.9
CC(=O)N(C)CC#CCN1CCCC(CO)C1 (stereo not drawn)	8.9	0.1	2.7	-0.5	-1.5	-0.8	2.4	-2.8	-1.1	7.4	0.4
O=C1NC(=O)C(CCc2ccncc2)(CCc2ccccn2)C(=O)N1c1ccc(Br)cc1 (stereo not drawn)	1.3	0.4	0.6	5.7	-1.6	0.2	0.3	0.6	3.9	-3.0	-0.2
O=[N+]([O-])c1ccc(N2CCCC2)cc1N/N=C1\CN2CCC1CC2	-24.2	-0.9	-1.4	-3.8	-0.8	2.0	1.9	0.4	3.4	21.3	-0.3
C=CCc1cc(C=C2C(=O)N(C)C(=O)N(C)C2=O)cc(OCC)c1OCc1ccccc1	-2.0	-5.1	-0.4	1.3	-1.3	-0.3	1.1	1.0	-6.6	-1.2	-0.6
Cc1ccc(-n2c(C)nc3ccccc3c2=O)c(C)c1	-6.3	2.3	0.2	-7.2	-1.8	-1.0	-1.0	-6.9	-0.1	4.2	-1.0
Clc1cccc(N2Cc3ccccc3-n3nncc3C2)c1	1.5	2.4	/	0.7	-1.2	-1.5	-0.7	2.2	2.9	8.1	-1.3
O=c1c2ccccc2nc(Cc2ccccc2)n1-c1ccccc1	-0.4	-5.8	0.1	-1.4	-1.4	-0.4	2.9	1.4	0.1	9.9	0.4
CN1C(C(=O)N2CCC3(CC2)OCCO3)=CC(c2ccc(F)cc2)=NS1(=O)=O	0.9	-20.4	0.2	-1.9	-0.7	-0.5	0.9	-8.6	-10.1	2.0	0.2
CC(=O)C1CCC2C3CCC4CC(O)CCC4(C)C3C(O)CC12C (stereo not drawn)	-2.2	3.3	-0.5	-3.9	-1.5	-0.9	-0.8	-3.0	1.3	-2.0	2.3
CN(C)c1ccc(C2C3C=CC(C3)C2(C#N)C(=O)O)c(Br)c1 (stereo not drawn)	-3.2	-1.7	1.4	-0.2	-1.0	1.6	0.2	-2.2	0.3	-0.8	0.5
COC(=O)C1=C(c2c(C)noc2C)C[C@@H]2CC[C@H]1N2C(=O)NCc1ccc2c(c1)OCO2	2.3	1.7	0.0	0.3	-1.1	-1.2	-0.9	-5.2	1.9	0.0	-0.3
C=CCn1c(O)c(C(C)=NCCCN(C)C)c(=O)[nH]c1=O	0.9	-7.3	4.1	-2.4	-1.5	1.8	1.6	-3.0	-2.0	-0.9	0.4
C/C(=N/O)c1ccc2ccc3ccccc3c2c1	-6.7	-6.2	1.8	6.6	-0.8	4.9	7.8	-3.2	-3.8	5.0	0.9
O=C1CC(=O)N(c2ccccc2)C(=O)N1	-11.0	-0.5	-0.6	-0.7	-0.6	-1.1	3.1	0.2	-2.5	4.5	0.1
O=C(COc1ccc(Br)cc1)N1CCN(Cc2ccncc2)CC1	7.5	6.2	-0.1	-0.5	-1.1	0.9	-0.5	-4.0	1.9	0.6	-1.3
COc1ccccc1NC(=O)COC(=O)c1cc(C)n(C2CC2)c1C	7.6	-9.9	-1.3	2.8	-0.9	-0.6	-0.3	-7.3	2.7	-4.6	-0.7
CCN(CC)c1ccc([N+](=O)[O-])c2cccnc12	-11.1	0.3	-0.1	4.3	-0.6	-1.9	-1.6	-2.1	-0.2	6.1	-1.0
CN(C)Cc1c[nH]c2cc([N+](=O)[O-])ccc12	18.6*	0.4	0.1	0.5	-1.0	-0.3	5.8	-0.6	-1.0	1.6	-0.3
COC(=O)C1=C(c2cccc(OCc3ccccc3)c2)C[C@@H]2CC[C@H]1N2C(=O)NC1CCN(Cc2ccccc2)CC1	7.1	2.3	0.0	-0.6	-0.9	-1.2	-1.7	0.7	11.8*	1.2	-0.2
CCOC(=O)[C@]12Cc3cc(C)ccc3[C@H]1N(Cc1ccccc1)C(=O)c1cc(OC)ccc12	-5.3	-1.4	/	-6.7	-1.2	-0.6	2.8	1.7	0.0	4.5	0.3
Cc1ccc(OP(=O)(NC(C)c2ccccc2)Oc2ccc(C)cc2)cc1 (stereo not drawn)	0.8	2.9	1.8	2.9	-1.1	-2.5	-0.6	1.8	1.1	-2.5	-0.3
O=C(Cn1cnc2ccccc2c1=O)NCC(=O)N1CCC2(CC1)OCCO2	0.8	3.8	-0.4	2.0	-1.6	-1.9	-1.5	-0.1	4.9	1.1	-0.3
CN(C)C(=O)Oc1ccc2c(c1)O/C(=C\c1cccc(Cl)c1)C2=O	1.6	-0.5	0.4	0.3	-0.7	1.6	1.5	-6.3	-0.3	5.6	0.7
O=C(NC[P+](=O)O)OCc1ccccc1	4.9	3.7	0.0	-1.2	-1.0	-1.0	0.6	-4.5	1.0	-4.3	0.1
c1cc2c(cc1N1CCCCC1)CNCc1cnnn1-2	-7.9	-2.1	/	-3.3	-0.8	-2.4	0.5	0.7	-0.8	1.1	1.3
Cc1c(C(=O)Nc2ccccc2)c2cc(O)ccc2n1Cc1ccccc1	0.0	-5.3	1.2	-1.2	-0.9	-2.3	-4.1	2.4	-3.3	4.2	-0.1
Cn1c(O)c(/C=N/c2ccccn2)c(=O)n(C)c1=O	-4.0	-0.5	-0.5	-2.5	-1.7	0.6	1.5	-3.1	1.4	-1.2	-0.7
COC(=O)c1ccccc1OP(=O)(c1cccc([N+](=O)[O-])c1)c1cccc([N+](=O)[O-])c1	7.0	-8.1	0.5	-5.2	-1.3	0.1	-2.1	-9.4	0.9	3.8	0.0
C[C@@H]1CN([C@@H](C)CO)C(=O)CCCn2nncc2CO[C@@H]1CN(C)C(=O)Oc1ccc2ccccc2c1	-0.8	0.9	0.8	-3.6	0.6	2.9	0.1	0.9	3.6	-5.0	2.1
CCOc1ccc(NC(=O)C2C3c4ccccc4C(c4ccccc43)C2C(=O)O)cc1 (stereo not drawn)	8.8	-1.6	0.8	-0.5	-1.2	-1.6	2.9	-2.1	-2.9	4.2	-0.1
OC1(c2cccnc2)CC2CCC(C1)N2Cc1nnnn1Cc1ccccc1 (stereo not drawn)	-4.5	2.1	2.9	-1.3	-1.2	-1.5	-3.4	-2.6	1.0	1.4	-0.9
CC(Cc1ccc(O)cc1)NCC(O)c1ccc(O)c(O)c1 (stereo not drawn)	-7.0	-22.4	1.5	-1.1	-1.5	-3.7	-0.9	-2.5	-16.5	-12.0	2.8
CCOC(=O)c1c(C)n(Cc2ccccc2)c2ccc(O)cc12	-1.9	-10.5	-1.6	-5.1	-1.9	-1.6	-3.5	4.6	-5.5	2.2	-0.7
COC(=O)C(O)(c1cn(C)c2ccccc12)C(F)(F)F (stereo not drawn)	3.3	2.6	3.3	2.0	-0.9	-1.3	-0.8	-5.5	-2.2	-6.3	0.0
Cc1cccc2c1=NC(=O)/C(=C/c1c(O)[nH]c(=O)[nH]c1=O)C=2	-6.0	-148.8	1.5	-4.1	0.1	5.4	-0.1	-13.1	-140.6	-1.7	-0.4
CCOC(=O)Cn1cc(C(=O)c2ccccc2F)c2ccccc21	-0.5	3.4	-1.2	-2.4	-1.0	-1.3	0.3	-0.4	0.0	3.6	-0.3
COc1ccccc1C(=O)Nc1ccc2c(c1)CC1(C(=O)N(C)C(=O)N(C)C1=O)C1CCCN21 (stereo not drawn)	-5.8	-84.7	-0.3	3.5	-0.1	-1.4	2.2	-1.9	-68.0	-3.6	-1.4
COc1ccc(OC)c(NP(=O)(Oc2ccccc2)Oc2ccccc2)c1	-6.5	-0.6	-0.3	-3.3	-1.3	-3.5	-3.7	10.3*	11.0*	1.6	-0.7
Cc1c(Br)c(=O)oc2cc(OCC(=O)N3C[C@H]4C[C@@H](C3)c3cccc(=O)n3C4)ccc12	-0.8	-72.6	2.3	-0.6	-1.4	-0.5	0.2	-114.9	-55.4	8.2	-0.4
CC[C@@H](CO)C1CC2NC3CC4(c5ccccc5N(C)[C@@H]24)C(O)C31 (stereo partly drawn)	4.1	0.6	-0.1	-0.5	-1.4	-0.6	-0.9	-2.9	1.0	-0.5	-0.2
CN1CCN(c2ccc(NC(=O)Oc3ccccc3)cc2)CC1	1.0	-0.3	-0.7	3.4	-1.1	-1.5	-0.2	-2.4	-1.0	2.1	-1.2
Cc1cc(C)n2nc(SC(C)C(=O)N3CCC4(CC3)OCCO4)nc2n1 (stereo not drawn)	-4.2	1.9	0.5	-3.6	-0.3	-1.7	0.5	-4.2	11.8*	5.5	0.4
CN1CCN(Cc2cc(C(C)(C)C)c(O)c(C(C)(C)C)c2)CC1	-4.0	-13.3	1.0	0.2	-0.8	-1.8	-1.7	-1.0	3.2	-4.2	-0.3
COc1ccccc1N=Cc1c(O)n(C)c(=O)n(C)c1=O	-1.5	-5.5	-0.1	-4.6	-1.4	-0.4	3.5	-3.9	-4.9	8.2	-0.3
COc1ccc(CCNCc2ccncc2)cc1OC	-0.7	-2.3	1.0	-0.9	-1.7	-1.2	-3.6	-4.5	-0.1	1.4	0.2
CCOC(=O)[C@@]12C(=O)C(=O)N[C@]1(c1ccccc1)C1OCCCC12 (stereo partly drawn)	-1.2	0.8	1.9	-3.3	-0.7	1.2	-1.8	-0.6	1.0	-3.7	0.3
COC(=O)C1=C(c2cccc(OC)c2OC)C[C@@H]2CC[C@H]1N2C	5.1	0.2	2.0	-0.6	-1.2	-0.9	0.6	-4.0	0.6	-4.0	0.3
Cc1cc(OCC(=O)OC(C)(C)C)c2c3c(c(=O)oc2c1)CCC3	6.5	-3.2	0.9	-1.2	-1.0	-1.1	0.8	-6.7	2.9	-5.5	-0.9
CN1C2CCC1/C(=C/c1ccccn1)C(=O)/C2=C\c1ccccn1	-1.1	-16.9	-5.6	-12.4	-2.6	-4.3	-3.5	-6.0	-15.2	-0.9	-4.2
O=[N+]([O-])c1c(Cl)c(Cl)c(Cl)c(Cl)c1Cl	0.9	-1.7	0.1	-3.9	-1.5	-0.1	0.9	-1.5	-0.1	-4.8	-0.8

2 entries drawn at random from the list so far:
mol	MBD2 DNA inh	PLCb3 inh	DAX1 inh-1	SMARCA2 act	ssDAF12 agonist	hcDAF-12 act	hgDAF-12 ag	ADAM17 inh	PLC-gamma1 inh	Rev-erbA mod	DAX1 inh-2
C=CCc1cc(C=C2C(=O)N(C)C(=O)N(C)C2=O)cc(OCC)c1OCc1ccccc1	-2.0	-5.1	-0.4	1.3	-1.3	-0.3	1.1	1.0	-6.6	-1.2	-0.6
Cc1ccc(-n2c(C)nc3ccccc3c2=O)c(C)c1	-6.3	2.3	0.2	-7.2	-1.8	-1.0	-1.0	-6.9	-0.1	4.2	-1.0

An excerpt, so the mix of outcomes need not match the whole.
